High-throughput results deposited in PubChem BioAssay by several laboratories.
Autophagy mod: autophagy modulators in MEF cells, primary screen, imaging, high-content, MEF GFP-LC3 | MEF GFP-LC3 puncta imaging; test concentration mostly 10 µM | 190,000 compounds, 0.98% hits | calls only at 10 µM (by protocol) | AID 463193, 2010;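 active = percentage of spot-positive cells more than 3 SD above its plate mean, without a fluorescence outlier flag or 80% toxicity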;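 note: spot-positive cell cutoff set from DMSO-treated cells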
Hep lipid drop: inhibitors of hepatocyte lipid droplet formation, primary screen, imaging, high-throughput imaging, BODIPY stain; 240,000 compounds, 0.4% hits; AID 1656, 2009; inhibition, % at 6.5 µM; AML12 mouse hepatocytes, oleate lipid droplets;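 active = lipid droplet intensity inhibited by at least 50%, with more than 500 cells counted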
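Assay system: AML12 mouse liver cells | Compound: 6.5 µM single-point dosing | Schedule: Overnight exposure | Technique: Fluorescence imaging, 20x objective, two fields per well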
Ins promoter up: insulin promoter activators in MIN6 cells, imaging, high-content screening, mouse beta cells; z-score at 5 µM; MIN6 insulin promoter-GFP reporter; hits give high values; 190,000 compounds, 0.3% hits; AID 1625, 2009;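 active = z-score above 3 at 5 µM with at least 500 cells counted in the well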
MT stabilize HCS: microtubule stabilizers in HeLa cells, primary screen, imaging, high-content imaging; 200,000 compounds, 0.83% hits; % tubulin-high responders, % at 10 µM; HeLa tubulin immunostaining HCS, 24 h; share of cells brighter than vehicle mean+2SD;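 active = plate Z-score above 3 for both tubulin-high and condensed-nucleus cell shares, with cell loss under 80%, at 10 µM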;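 note: anti alpha tubulin signal scored within the nucleus-defined area of each cell; some results filed as inactive read as strong as hits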
P. falciparum M1AAP: P. falciparum M1AAP inhibitors, biochemical, fluorogenic H-Leu-NHMec substrate, 1536-well (AID 1445); recombinant M1AAP, H-Leu-NHMec fluorogenic kinetic assay; higher % means a stronger effect; 220,000 compounds, 0.42% hits; inhibition, % at 30 µM, or IC50 in µM where a hit was titrated; Aminopeptidase N (Plasmodium falciparum (isolate 3D7));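 active = primary inhibition above the hit cutoff, then over 50% inhibition at one or more dose response concentrations, cut at about 23% in these data, passing the limit was not always enough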;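 note: plate controls were DMSO full reaction for no effect and no enzyme background for full effect; strong numbers were not always called active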
ER stress rescue: rescue of cells from ER stress-induced death, primary screen, 384-well, CSM14.1, thapsigargin, ATP luminescence (AID 1222); one-dose cellular ATP content (survival), % at 20 µM; EC50 in µM for titrated hits; 190,000 tested, under 10 active; CSM14.1 thapsigargin-induced death rescue, ATP luminescence; higher % means a stronger effect;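 active = EC50 below 50 µM in the dose-response confirmation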;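 note: death triggered by thapsigargin at about 15 µM added after 2 h compound pretreatment; cell ATP read after overnight thapsigargin exposure of roughly 18 to 22 hours; normalized against plate controls of thapsigargin alone and 5% DMSO vehicle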
Dynein transport: inhibitors of GR-EGFP nuclear translocation, primary screen, dynein cargo transport inhibitor project, imaging, high-content, 3617.4 mouse cells; z-score, hits read low; test concentration mostly 20 µM; stimulated with dexamethasone, 1 µM; hits give low values; 220,000 compounds, 0.47% hits;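 active = plate z-score of nuclear minus cytoplasmic receptor signal below a set negative limit, without overly bright fluorescence or cell loss, cut at about -3.5 in these data, passing the limit was not always enough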;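 note: z-score of nuclear minus cytoplasmic ring GR-EGFP intensity difference per well; some compounds called inactive have numbers as strong as hits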
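Medium: Induction medium lacking tetracycline, stripped serum | Probe or stimulus: 1.0 µM final dexamethasone stimulus | Schedule: 48 h induction, then 1 h compound, then 30 min agonist, 37 °C | Signal: Automated 10x imaging of fixed Hoechst-stained cells | Evaluation: Per-cell GR-EGFP intensity, nucleus versus surrounding cytoplasmic ring, well-averaged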
M17LAP inhibition: P. falciparum M17LAP inhibitors, primary screen, biochemical, fluorogenic H-Leu-NHMec substrate, 1536-well (AID 1619) | Leucine aminopeptidase (Plasmodium falciparum (isolate 3D7)) | recombinant M17LAP, H-Leu-NHMec fluorogenic kinetic assay; higher % means a stronger effect | inhibition, % at 30 µM; hits with a dose series show IC50 in µM | 220,000 compounds, 0.38% hits;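 active = compound inhibiting the enzyme by more than half at any dose during confirmatory dose-response retesting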;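 note: plate controls were full reaction with DMSO carrier for no effect and no enzyme background for full effect; strong numbers were not always called active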
Yfh1-off respiration: enhancers of respiration in Yfh1-depleted yeast, dose response, Friedreich's ataxia, plus single-dose screen (AID 1465). 220,000 compounds, 0.074% hits. fold induction at 50 µM; hits with a dose series show EC50 in µM. S. cerevisiae Yfh1-off respiration, WST-1 reduction, 72 h; higher fold induction means a stronger effect;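 active = fold induction of absorbance versus untreated yeast above a set limit, then at least 30% activation at any dose in follow-up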;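 note: activators that raise dye reduction in frataxin-depleted yeast; strong numbers were not always called active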
Dynein transport cytoplasmic EGFP: recorded beside Dynein transport, whose call it bears; z-score; measured here: cytoplasmic GR-EGFP intensity; hits give high values
Dynein transport nuclear GR-EGFP: also measured in Dynein transport; calls as there; z-score; measured here: nuclear GR-EGFP intensity;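 lower value marks the stronger effect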
Dynein transport cell count: also measured in Dynein transport; calls as there; z-score; measured here: cell count per field
Ins promoter up cell count: recorded beside Ins promoter up, whose call it bears; cell count; measured here: cytotoxicity, nuclei count;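 total cells summed across four imaged fields per well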
Hep lipid drop cells 6.5 µM: further read-out of Hep lipid drop, marked with its call; cell count; measured here: cell count, cytotoxicity flag;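 cells counted across two imaged fields per well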
MT stabilize HCS Hoechst-high %: recorded beside MT stabilize HCS, whose call it bears; % Hoechst-high responders; measured here: nuclear condensation Hoechst responders;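 share of cells brighter than vehicle mean plus two SD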
MT stabilize HCS cytotoxicity %: also measured in MT stabilize HCS; calls as there; toxicity, %; measured here: cytotoxicity by cell density;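 0% = mean cell density of plate MIN control wells and 100% = no cells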
Autophagy mod cell loss 18 h: recorded beside Autophagy mod, whose call it bears; toxicity, %; measured here: cell loss, nuclei count;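 cell loss after 18 h compound exposure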
An asterisk follows results filed as active; i = inactive; · = no result given.

mol,Autophagy mod,Autophagy mod cell loss 18 h,Hep lipid drop,Hep lipid drop cells 6.5 µM,Ins promoter up,Ins promoter up cell count,MT stabilize HCS,MT stabilize HCS Hoechst-high %,MT stabilize HCS cytotoxicity %,P. falciparum M1AAP,ER stress rescue,Dynein transport,Dynein transport cytoplasmic EGFP,Dynein transport nuclear GR-EGFP,Dynein transport cell count,M17LAP inhibition,Yfh1-off respiration
Cc1ccc(/C=N/N=C2\SCC(=O)N2CC2CC2)cc1,·,·,-3,751,0,1349,·,·,·,3%,·,-0.51,-0.3,-0.27,0.54,-3%,i
C/C(=N\NC(=O)CNc1cccc(C)c1)c1ccc(Br)s1,i,-3,14,684,-0.21,1344,2.0,3.5,7.1,4%,-2.1%,-0.88,-0.25,-0.67,0.47,12%,i
CCOC(=O)c1ccccc1NS(=O)(=O)c1ccc(C)cc1,i,-5,·,·,-0.1,931,26*,17*,22*,5%,3.1%,-0.43,-0.23,-0.0091,0.52,11%,i
Cn1c(=O)c2ncn(CC(=O)N/N=C/C=C/c3ccccc3)c2n(C)c1=O,i,-7,-4,693,2.2,1237,2.3,2.3,7.2,9%,-1.1%,-0.47,-0.34,-0.22,0.25,13%,i
OC1O[C@H](c2ccc3c(c2)OCO3)[C@H]2CO[C@H](c3ccc4c(c3)OCO4)[C@@H]12 (some centres undefined),·,·,-2,616,·,·,·,·,·,0%,·,-0.37,-0.8,-0.13,0.28,6%,i
Cc1c(Br)c([N+](=O)[O-])nn1CC(=O)Nc1ccc(Cc2ccncc2)cc1,i,31,15,794,0.18,1170,3.4,2.7,7.2,1%,-5.7%,-0.48,-0.26,0.68,-0.0054,-4%,i
Cc1ccc(NC(=O)C2C(c3ccccc3)C=CC(c3ccccc3)C2C(=O)O)cc1 (centres undefined),i,-8,11,806,0.91,1268,1.5,1.0,4.8,5%,-3.1%,-0.38,-0.12,0.035,0.067,19%,i
O=C(COC(=O)CNC(=O)c1cccc([N+](=O)[O-])c1)Nc1cccc(S(=O)(=O)N2CCCCC2)c1,i,7,-7,680,-0.21,1328,2.4,2.1,8.5,12%,-0.6%,0.45,-0.29,-0.15,0.016,22%,i
c1ccc(-c2cn(-c3ccccc3)c3ncnc(N4CCCCC4)c23)cc1,i,4,10,701,-1.9,1319,2.6,1.8,1.0,-1%,-14%,0.71,-0.12,0.42,-1.6,2%,i
CCn1nc(C)cc1-c1nnc(SCC(=O)Nc2ccccc2)n1CCCOC,·,·,25,778,·,·,·,·,·,-8%,·,0.81,-0.27,0.5,-0.8,-14%,i
O=C(CCN1C(=O)c2ccccc2C1=O)NNC(=O)c1ccc(Cl)cc1Cl,i,14,-13,537,-0.11,1367,1.8,2.8,2.1,-1%,0.3%,0.28,-0.16,0.67,-0.11,-16%,i
COc1ccccc1N1CCN(/N=C/C(Cl)=C/c2ccccc2)CC1,·,·,0,664,·,·,·,·,·,5%,·,0.54,-0.24,0.96,-0.67,0%,i
CCCOc1ccc(CCN2CCC(=O)NC2=O)cc1C,i,6,·,·,0.15,1447,3.1,1.9,11,4%,-1.3%,-0.31,-0.17,0.074,0.6,5%,i
COc1ccccc1C1CC(=O)NC(C)=C1C(=O)OCC(C)C (centres undefined),i,13,·,·,-0.82,1603,2.3,2.3,6.1,11%,-0.9%,0.037,-0.19,0.33,0.16,-10%,i
CC1CC(c2ccccc2)n2nc(N3C(=O)c4ccccc4C3=O)nc2N1 (centres undefined),i,-2,·,·,-0.64,1181,1.7,2.8,8.7,-1%,1.5%,1.1,-0.15,0.52,-0.73,4%,i
O=C(NC(=S)Nc1ccc2oc(=O)ccc2c1)c1ccc(-c2cccc(Cl)c2Cl)o1,i,0,-2,677,0.23,1260,4.6,3.0,0.8,1%,-1.0%,-0.67,-0.25,-0.64,0.39,4%,i
CCOC(=O)c1cc(C)nc(SC)c1C#N,·,·,12,744,0.04,1374,·,·,·,-4%,·,0.13,-0.26,0.12,-0.06,-5%,i
CC(=O)Nc1cc[n+](C(C)C(=O)c2ccc(Cl)cc2)cc1 (centres undefined),i,-2,2,668,-0.54,1621,2.5,2.1,4.3,6%,-1.6%,-0.75,-0.29,-0.36,-0.45,11%,i
CC(=O)NC1=NN(C(C)=O)C(c2ccc(C(C)C)cc2)S1 (centres undefined),i,-3,-10,643,0.37,1313,2.5,1.6,1.4,-2%,-0.3%,-0.00037,-0.2,-0.024,0.17,-11%,i
Cc1ccc(S(=O)(=O)N(NC2=NS(=O)(=O)c3ccccc32)C(=O)c2ccccc2)cc1,i,-6,-19,671,0.54,1193,2.7,3.5,7.0,47µM*,0.0%,0.21,-0.33,-0.33,0.37,-19%,i
CC1CCCC(NC(=O)CC2Nc3ccccc3NC2=O)C1C (centres undefined),i,8,·,·,-0.11,1622,5.3,1.9,9.4,15%,-0.9%,0.73,-0.36,0.42,-1.4,30%,·
Cc1ccc(OCCOCCNC(C)(C)C)c([N+](=O)[O-])c1,i,1,-3,664,-0.63,1115,2.7,0.8,4.8,0%,0.1%,-0.23,-0.2,0.037,0.77,1%,i
C/C(=N\N1CCN(c2ccccc2)CC1)c1ccncc1,i,10,-1,666,0.09,1440,1.6,0.8,1.7,4%,-0.2%,-0.42,-0.33,-0.69,0.8,-14%,i
O=C(Nc1ccc(S(=O)(=O)N2CCc3ccccc3C2)cc1)c1ccccc1,i,-1,0,761,-0.78,852,4.4,1.7,7.4,1%,0.3%,-0.54,-0.23,-0.39,0.56,-9%,i
Cc1cc(N)nc2nc(C(F)(F)F)nn12,i,-8,-8,662,0.21,1228,2.5,3.2,7.9,6%,-2.4%,0.2,-0.15,-0.014,-0.77,1%,i
CCc1ccc(/C=N/NC(=O)c2cc(-c3cccc([N+](=O)[O-])c3)n[nH]2)cc1,·,·,-1,702,·,·,·,·,·,1%,·,1,-0.19,0.51,-1.3,2%,i
CC(C)(C)NC(=O)C(c1ccncc1)N(Cc1ccco1)C(=O)c1ccc(-c2ccccc2)[nH]1 (centres undefined),i,10,5,703,-1,1054,3.1,2.6,8.0,6%,23%,-2.1,-0.015,-1.2,1,20%,i
O=C(CCc1ccccc1)OCCN1CCOCC1,i,17,·,·,0.67,1218,2.0,2.1,13,0%,-3.4%,0.33,-0.071,0.15,0.23,2%,i
CCCS(=O)(=O)N1CCCC(C(=O)NCCCN2CCN(c3cccc(Cl)c3)CC2)C1 (centres undefined),i,5,·,·,-1.6,1337,1.5,1.1,3.2,5%,1.7%,-0.57,0.41,-0.31,0.76,-3%,·
Cc1nc2ccc(Br)cn2c(=O)c1Cl,i,5,·,·,0.39,1111,2.8,2.5,3.6,10%,-0.6%,-0.97,-0.39,-0.38,-0.18,-5%,i
CCn1c(Cc2ccccc2)nnc1SCC(=O)Nc1ccc(C)cc1,i,-3,-37,702,0.28,1121,5.2,1.5,9.1,-2%,3.4%,0.25,-0.19,0.27,-1.2,11%,i
COc1cnc(SCc2ccc(Cl)cc2Cl)nc1Cl,i,1,·,·,-0.1,1062,1.8,1.2,4.1,3%,-3.6%,-0.71,-0.17,-0.58,0.48,-4%,i

2 compounds picked at random from those above:
mol,Autophagy mod,Autophagy mod cell loss 18 h,Hep lipid drop,Hep lipid drop cells 6.5 µM,Ins promoter up,Ins promoter up cell count,MT stabilize HCS,MT stabilize HCS Hoechst-high %,MT stabilize HCS cytotoxicity %,P. falciparum M1AAP,ER stress rescue,Dynein transport,Dynein transport cytoplasmic EGFP,Dynein transport nuclear GR-EGFP,Dynein transport cell count,M17LAP inhibition,Yfh1-off respiration
O=C(Nc1ccc(S(=O)(=O)N2CCc3ccccc3C2)cc1)c1ccccc1,i,-1,0,761,-0.78,852,4.4,1.7,7.4,1%,0.3%,-0.54,-0.23,-0.39,0.56,-9%,i
CC1CCCC(NC(=O)CC2Nc3ccccc3NC2=O)C1C (centres undefined),i,8,·,·,-0.11,1622,5.3,1.9,9.4,15%,-0.9%,0.73,-0.36,0.42,-1.4,30%,·
